# Bioassay records (PubChem)
# ERp5 inh: inhibitors of human ERp5 | inhibition, % at 9.99 µM | actives 0.05% (n = 350,000) | Q15084 | ERp5 insulin aggregation, absorbance 650 nm, 90 min;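 active = mean replicate inhibition above about 25%, with every replicate also reaching it, limit read from the data, passing the limit was not always enough; inconclusive = only one of those two criteria met; inactive = neither criterion met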
# Target sequence (Q15084 whole entry, looked up): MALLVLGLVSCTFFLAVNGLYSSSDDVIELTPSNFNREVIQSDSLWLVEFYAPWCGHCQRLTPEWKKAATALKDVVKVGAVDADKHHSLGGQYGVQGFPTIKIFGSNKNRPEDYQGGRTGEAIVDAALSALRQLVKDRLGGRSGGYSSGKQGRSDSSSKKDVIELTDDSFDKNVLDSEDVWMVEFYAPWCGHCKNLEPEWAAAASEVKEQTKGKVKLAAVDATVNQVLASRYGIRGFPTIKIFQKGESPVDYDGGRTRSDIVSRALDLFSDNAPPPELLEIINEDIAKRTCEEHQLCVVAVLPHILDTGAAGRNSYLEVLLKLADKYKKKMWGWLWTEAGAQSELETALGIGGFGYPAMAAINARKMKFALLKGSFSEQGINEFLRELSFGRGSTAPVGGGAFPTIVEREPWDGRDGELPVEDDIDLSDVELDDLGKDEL
# PglD DTNB: blocks C. jejuni PglD acetyltransferase activity; purified PglD enzyme, DTNB colorimetric CoA detection; inhibition, % at 12.5 µM; actives 0.098% (n = 360,000); AID 602405; in the data active = inhibition above about 16%, passing the limit was not always enough; inconclusive = no clear call, values can overlap the other calls; note: strong numbers were not always called active
# E-selectin induc: E-selectin induction on HUVECs. HUVEC E-selectin immunofluorescence imaging; normalized: neutral wells 0, TNF-alpha wells 100. activation, % at 7.58 µM. P16581. actives 0.37% (n = 260,000);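 active = mean E-selectin-positive cell signal at least 10% of the positive control, reached in at least 60% of replicates, without over 20% cell loss; inconclusive = no rule given, readout overlaps actives, possibly toxicity-flagged; inactive = the rest, including those meeting only one limit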;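 note: in these data hits start at about 27%; measured in HUVEC primary endothelial cells; signal is the percent of cells scored E-selectin positive by PE staining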
#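 Assay system: HUVEC primary endothelial cells. Input: 3,000 HUVEC seeded per well. Doses: one compound dose added by pin transfer. Read-out basis: % PE-positive cells. Benchmarks: TNF-alpha high, DMSO low. Detection: immunofluorescence imaging. Buffer or medium: EGM-2, gelatin.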
# C2C12 statin: suppression of simvastatin myotoxicity. actives 0.78% (n = 330,000). C2C12 myotubes + simvastatin, ATP luminescence, 48 h; scaled: DMSO 0, geranylgeraniol control 100. rescue of ATP level, % at 7.49 µM. AID 602340;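 active = mean ATP rescue above about 67%, or every replicate alone reaching that limit, limit read from the data, passing the limit was not always enough; inconclusive = no clear call, values can overlap the other calls; inactive = mean under the limit and some replicate under it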;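 note: myotubes were challenged with 10 µM simvastatin during compound exposure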
# SIRT5 block: sirtuin-5 (human) deacylase inhibition. Q9NXA8. Purified SirT5, succinyl-peptide AMC, trypsin-coupled fluorescence. inhibition, % at 15 µM. actives 1.1% (n = 330,000); in the data active = inhibition above about 15%; inconclusive = no clear call, values can overlap the other calls
# Target sequence (Q9NXA8 whole entry, looked up): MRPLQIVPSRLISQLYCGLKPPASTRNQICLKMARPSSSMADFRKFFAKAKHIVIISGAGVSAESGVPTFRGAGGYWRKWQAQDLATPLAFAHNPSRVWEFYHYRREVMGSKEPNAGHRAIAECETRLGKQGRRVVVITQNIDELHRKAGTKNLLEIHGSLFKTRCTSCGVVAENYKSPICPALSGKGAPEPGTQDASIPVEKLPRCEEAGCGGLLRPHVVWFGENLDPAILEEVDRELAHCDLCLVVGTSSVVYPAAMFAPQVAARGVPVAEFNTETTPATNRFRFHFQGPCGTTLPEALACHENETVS
# S100A4 inh HTS: inhibitors of human S100A4 binding to myosin IIA peptide; P26447; AID 652163; actives 0.14% (n = 360,000); inhibition, % at 10.7 µM; S100A4/TAMRA-MyoIIA peptide fluorescence polarization;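 active = mean inhibition of at least 70% across replicates, with every replicate also reaching that level; inconclusive = mean inhibition reaches 70% but some replicates fall short; inactive = mean inhibition below 70%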
# Target sequence (P26447 whole entry, looked up): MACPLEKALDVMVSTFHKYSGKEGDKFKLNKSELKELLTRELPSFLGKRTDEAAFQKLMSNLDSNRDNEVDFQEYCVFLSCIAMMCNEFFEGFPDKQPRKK
#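 incubation = readout 5 min after mixing, signal stable up to 60 min | system = S100A4 monomer protein | buffer or medium = HEPES pH 7.2 with CaCl2, KCl, NaCl, DTT, Triton | benchmarks = neutral control DMSO, positive control TFP | also added = fluorescent myosin IIA peptide, 5 nM | compound dosing = one concentration per compound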
# DENV2 CPE: inhibitors of DENV2 cytopathic effect | DENV2-infected cells, cytopathic effect rescue, plate reader | CPE inhibition, % at 9.99 µM | actives 1.7% (n = 350,000) | AID 651640; in the data active = CPE inhibition above about 20%, passing the limit was not always enough; inconclusive = no clear call, values can overlap the other calls; tested in BHK-21 cells;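 note: 0% = median of neutral control wells and 100% = median of positive control wells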
# Numbers without * were called inactive; u = inconclusive; x = not tested or not shown; & = joins results of further samples. The list is partial; count on the stated rates, not on these rows.
SMILES,ERp5 inh,PglD DTNB,E-selectin induc,C2C12 statin,SIRT5 block,S100A4 inh HTS,DENV2 CPE
O=C(Nc1cccc(Br)c1)C1CC(=O)N(C2CCCC2)C1 (stereo not drawn),17,-4,x,-1,-1,1,-4
O=C(CNc1cccc(F)c1)Nc1cccc(S(=O)(=O)N2CCCCC2)c1,-6,-2,x,-15,-4,-2,-1
O=C(O)COCC(=O)NCc1csc2ccc(Cl)cc12,0,x,-3.7,x,2,-3,0
Cc1ccc(-c2nc(SCC(=O)c3c(N)n(C)c(=O)n(C)c3=O)n[nH]2)cc1,1,x,x,x,x,-1,-1
COc1ccc(Nc2ccc(N3C(=O)CCCC3=O)cc2[N+](=O)[O-])cc1OC,x,-3,-0.1,5,x,x,x
C=CCC[C@H](CCCCC)OC(=O)/C=C/[C@@H](O)[C@H](O)C[C@@H](O)CC=C,0,x,0.0,x,x,-1,-6
COC(=O)c1ccc(C2/C(=C(\O)c3ccc4c(c3)OCCO4)C(=O)C(=O)N2c2nnc(C)s2)cc1 (stereo not drawn),6,2,2.9,-2,8,1,-1
COc1ccc(Cn2cc(CN3CC(N4CCCCC4)CS3(=O)=O)nn2)cc1 (stereo not drawn),2,x,0.2,x,2,4,1
Cc1cc(=O)cc(C)n1-c1ccc(Cl)c(Cl)c1,0,-2,-2.3,0,1,-18,11
CCOC(=O)C1CCN(C(=O)c2ccc(CNS(=O)(=O)c3ccc(OC)cc3)cc2)CC1,-2,x,-0.8,x,4,-33,0
O=C(Nc1ccccc1)C(Cl)C(=O)c1ccccc1 (stereo not drawn),3,6,x,11,-1,-8,u
Cc1ccc(C(=O)COC(=O)c2cc(=O)[nH]c3ccccc23)cc1C,2,-6,x,6,-1,3,-2
COc1ccc2c(CCNC(=O)CN3C(=O)c4ccccc4C3=O)c[nH]c2c1,-3,x,-0.7,x,-1,-8,6
COc1ccccc1C(=O)CN1C(=O)NC2(CCc3ccccc32)C1=O (stereo not drawn),-7,1,-0.7,-12,2,1,5
Cc1ccc(NS(=O)(=O)c2ccc(N3CCN(c4ccc(O)cc4)CC3)c([N+](=O)[O-])c2)c(C)c1,7,2,x,x,0,-4,x
COc1cccc(OC)c1C(=O)NCC12CC3CC(C1)CC(CNC(=O)c1c(OC)cccc1OC)(C3)C2,7,3,-0.1,7,-1,-6,-4
COc1ccccc1OCCNC(=O)c1ccc(S(=O)(=O)N(C)C)cc1,5,1,x,19,-3,-3,4
CC(=O)Nc1ccc(NC2CCCCC2NS(=O)(=O)c2ccccc2)cc1 (stereo not drawn),-1,-1,x,2,-3,2,3
O=C(NC1CC(=O)N(c2cccc(F)c2)C1)N1CCN(C(=O)c2ccco2)CC1 (stereo not drawn),0,x,1.3,x,-9,4,19
COc1ccc2c3c([nH]c2c1)[C@@H](CO)N(C(=O)c1cccnc1)CC31CCN(Cc2cccnc2)CC1,-3,x,-0.3,x,x,1,9
CCOc1ccccc1N1CC(C(=O)Nc2cccc(S(=O)(=O)N3CCCCC3)c2)CC1=O (stereo not drawn),3,4,x,-3,7,-5,-4
CCN(CC)S(=O)(=O)c1ccc(Cl)c(NC(=O)CSc2cccc[n+]2[O-])c1,5,-5,0.1,-2,1,0,11
Cc1ccc(N2C(=O)CC(Nc3ccccc3)C2=O)cc1 (stereo not drawn),0,-3,x,11,2,10,14
CSCC[C@H](NC(=O)[C@@H]1Cc2ccccc2CN1)C(=O)NC[C@H]1CC[C@H](C(=O)O)CC1,2,1,x,-3,-2,1,5
C[C@@H]1CN([C@@H](C)CO)S(=O)(=O)c2ccc(C3=CCCC3)cc2O[C@@H]1CN(C)C(=O)c1ccncc1,0,-1,-0.3,-18,-6,-11,-3

# Reprinted from the part before: 2 compounds, then new ones.
SMILES,ERp5 inh,PglD DTNB,E-selectin induc,C2C12 statin,SIRT5 block,S100A4 inh HTS,DENV2 CPE
CSCC[C@H](NC(=O)[C@@H]1Cc2ccccc2CN1)C(=O)NC[C@H]1CC[C@H](C(=O)O)CC1,2,1,x,-3,-2,1,5
C[C@@H]1CN([C@@H](C)CO)S(=O)(=O)c2ccc(C3=CCCC3)cc2O[C@@H]1CN(C)C(=O)c1ccncc1,0,-1,-0.3,-18,-6,-11,-3
CCOc1ccc(CCNC(=O)c2cnccn2)cc1OCC,-1,-1,x,2,-3,22,-2
N/C(=N\OC(=O)c1ccncc1)c1cccc([N+](=O)[O-])c1,2,-1,-0.1,-1,-1,-11,1
CCCOC1CCCN(C(=O)c2cc(COc3ccc(-n4cncn4)cc3)on2)C1 (stereo not drawn),-12,x,0.1,x,1,15,u
CN1C(=O)C(c2ccccc2[N+](=O)[O-])C(=O)c2ccccc21 (stereo not drawn),1,-4,x,6,-2,-12,10
O=C(Nc1ccc(F)cc1)N1C[C@@H]2N[C@H](C1)C2c1ccc(-c2cccnc2)cc1 (stereo partly drawn),9&11,x,0.0&0.2,x,2&-2,11&4,-5&-3
C[C@@H]1CCCCO[C@@H](CN(C)C(=O)Nc2ccc(F)cc2)[C@H](C)CN([C@@H](C)CO)C(=O)c2cc(NC(=O)Nc3cccc4ccccc34)ccc2O1,-2,2,0.0,16,1,-12,2
Cc1noc(C)c1S(=O)(=O)N(C)C[C@@H]1Oc2ccc(NS(=O)(=O)c3ccccc3)cc2C(=O)N([C@@H](C)CO)C[C@@H]1C,14,-3,0.6,-3,-4,x,-12
CCN(CC)C(=O)c1[nH]cnc1C(=O)NC1CCN(C(=O)OC(C)(C)C)CC1,6,-5,-0.2,7,2,-4,3
Cc1ccc(-n2c(=O)c3sccc3n(CC(=O)NC3CCCCC3)c2=O)cc1,4,-5,0.2,50,-7,1,1
CCC(=O)Nc1ccc2c(c1)OC[C@@H](C)N(C(=O)c1ccccn1)C[C@H](C)[C@H](OC)CN(C)C2=O,-2,2,-0.2,-7,2,-6,-4
C[C@H]1CN([C@@H](C)CO)C(=O)Cc2cc(NC(=O)Nc3ccc(C(F)(F)F)cc3)ccc2O[C@@H]1CN(C)Cc1ccc(C(=O)Nc2ccccc2N)cc1,3,-1,4.4,59,4,-1,-8
CCN(CC)C(=O)CSc1ncccc1-c1nc2ccccc2[nH]1,-3,2,-0.7,-10,1,0,0
CCCCN(C(=O)CCC(=O)Nc1cc(C)on1)C(C(=O)NC(C)(C)CC)c1cccc(OC)c1OC (stereo not drawn),-2,-1,0.0,-2,-4,-3,11
CC(=O)NC[C@@H]1[C@@H](c2ccc(-c3ccccc3F)cc2)[C@H](CO)N1C(C)=O,-4,-1,-0.2,-5,-2,0,-10
CCOC(=O)CN1CC23C=CC(O2)C(C(=O)NCc2ccccc2OC)C3C1=O (stereo not drawn),6,-5,0.0,-6,-2,-3,u
C[C@H]1CCCCO[C@H](CN(C)C(=O)c2ccccc2)[C@@H](C)CN([C@@H](C)CO)C(=O)c2cc(NS(=O)(=O)c3ccc(Cl)cc3)ccc2O1,-3,-4,0.7,x,-2,-1,7
Cc1ccccc1S(=O)(=O)N1CCCCN2[C@H](CO)[C@@H](c3ccc(C#CCN(C)C)cc3)[C@@H]2C1,-7,1,-0.1,5,2,-13,-5
C[C@@H]1CN([C@H](C)CO)C(=O)Cc2cc(NC(=O)C3CCCCC3)ccc2O[C@@H]1CN(C)C(=O)Nc1cccc2ccccc12,-3,2,2.6,-18,-1,-20,-4
C[C@@H]1CCCCO[C@H](CN(C)C)[C@H](C)CN([C@@H](C)CO)C(=O)c2cc(NC(=O)Nc3cccc4ccccc34)ccc2O1,-6,-1,0.5,17,-2,7,17
CCCc1cnc(N2CCN(S(=O)(=O)c3cccs3)CC2)nc1,0,0,0.0,x,-7,-3,0
CC(C)C(=O)Nc1ccc2c(c1)C(=O)N(C)[C@H]1CC[C@@H](CC(=O)NCc3ccccc3)O[C@H]1CO2,1,4,-0.1,-7,9,4,u
CCCCC(=O)Nc1cc2nn(-c3ccc(OC)cc3)nc2cc1C,-4,4,x,-7,2,5,2
CCN1CCN(Cc2ccc(NC(=O)c3ccc(C)c(NC(=O)C(=O)c4c[nH]c5ccccc45)c3)cc2C(F)(F)F)CC1,-6&-1,-3&11&4,4.1&-0.1,-16&-44&-4,2,0&3,7
Cn1cc(Cc2ccc(C(=O)NC34CC5CC(CC(C5)C3)C4)cn2)c2ccccc21,-2,-5,0.8,-2,-1,-3,-2
O=C(c1cccc(Cl)c1)N1CCC2CC1c1cc(N3CCOCC3)ccc12 (stereo not drawn),15,0,0.4,7,3,-1,-2
SMILES,ERp5 inh,PglD DTNB,E-selectin induc,C2C12 statin,SIRT5 block,S100A4 inh HTS,DENV2 CPE
COC(=O)[C@H]1C[C@H]1[C@@H](NC(=O)c1ccc[nH]1)c1ccccc1,-3,2,-0.4,-7,-3,5,-15
CN(C)C(=O)c1cccc(-c2ccc([C@H]3[C@@H](CO)N4CCCCN(C(=O)C5CCC5)C[C@@H]34)cc2)c1,5,-1,-0.2,x,-2,x,x
O=C(NCc1cccnc1)c1ccc2c(c1)OCO2,4,3,x,5,1,-2,x
CC(C)(C)S(=O)(=O)N1C[C@H]2CC(=O)C=C2[C@@H]1CCO,5,x,0.2,x,-8,2,-9
C[C@H](CO)N1C[C@H](C)[C@@H](CN(C)C(=O)[C@@H]2CCCN2C)OCc2ccccc2-c2c(n(C)c3ccccc23)C1=O,-4,1,-3.7,x,1,-1,11
CCOC(=O)C1(C)CCCN(C(=O)Cc2ccc3ccccc3c2)C1 (stereo not drawn),3,-3,-0.1,-2,0,-3,-6
CS(=O)(=O)Nc1ccc2c(c1)[C@H]1C[C@H](CC(=O)NCc3cccnc3)O[C@@H](CO)[C@H]1O2,0,2,-0.3,-1,-1,-110,3
Cc1noc(C)c1COc1cccc(C(=O)Oc2ccc3c(c2)OCO3)c1,5,0,x,3,x,11,x

# Filtered by structure: those above with an aryl methoxy group
SMILES,ERp5 inh,PglD DTNB,E-selectin induc,C2C12 statin,SIRT5 block,S100A4 inh HTS,DENV2 CPE
COc1ccc(Nc2ccc(N3C(=O)CCCC3=O)cc2[N+](=O)[O-])cc1OC,x,-3,-0.1,5,x,x,x
COc1ccc(Cn2cc(CN3CC(N4CCCCC4)CS3(=O)=O)nn2)cc1 (stereo not drawn),2,x,0.2,x,2,4,1
CCOC(=O)C1CCN(C(=O)c2ccc(CNS(=O)(=O)c3ccc(OC)cc3)cc2)CC1,-2,x,-0.8,x,4,-33,0
COc1ccc2c(CCNC(=O)CN3C(=O)c4ccccc4C3=O)c[nH]c2c1,-3,x,-0.7,x,-1,-8,6
COc1ccccc1C(=O)CN1C(=O)NC2(CCc3ccccc32)C1=O (stereo not drawn),-7,1,-0.7,-12,2,1,5
COc1cccc(OC)c1C(=O)NCC12CC3CC(C1)CC(CNC(=O)c1c(OC)cccc1OC)(C3)C2,7,3,-0.1,7,-1,-6,-4
COc1ccccc1OCCNC(=O)c1ccc(S(=O)(=O)N(C)C)cc1,5,1,x,19,-3,-3,4
COc1ccc2c3c([nH]c2c1)[C@@H](CO)N(C(=O)c1cccnc1)CC31CCN(Cc2cccnc2)CC1,-3,x,-0.3,x,x,1,9
CCCCN(C(=O)CCC(=O)Nc1cc(C)on1)C(C(=O)NC(C)(C)CC)c1cccc(OC)c1OC (stereo not drawn),-2,-1,0.0,-2,-4,-3,11
CCOC(=O)CN1CC23C=CC(O2)C(C(=O)NCc2ccccc2OC)C3C1=O (stereo not drawn),6,-5,0.0,-6,-2,-3,u
CCCCC(=O)Nc1cc2nn(-c3ccc(OC)cc3)nc2cc1C,-4,4,x,-7,2,5,2
